TNF death inh = inhibitors of TNF-alpha induced necroptosis in Jurkat FADD-/- cells | Jurkat FADD-/- TNF necroptosis rescue, ATP luminescence, 24 h; 0 = TNF only, 100 = no-TNF cells | activation (protection from cell death), % at 10 µM | 0.068% of 220,000 active;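 active = activation, meaning protection from cell death, of at least 50% relative to plate controls; inactive = activation below 50%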;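 note: necroptosis triggered by 40 ng/mL TNF-alpha added together with compound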
zVAD death inh = L929 zVAD cell death inhibition; L929 zVAD necroptosis rescue, ATP luminescence, 24 h; with zVAD 60 µM; viability rescue, % at 10 µM; 0.38% of 220,000 active;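 active = activation, scaled between plate controls, above about 75%, limit read from the data; inactive = activation under that limit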;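 note: 0% = zVAD with DMSO and 100% = DMSO alone without zVAD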
Hck Nef HTS = human Hck-Nef kinase inhibition | P08631 | Recombinant Hck-YEEI plus Nef, Z-Lyte FRET kinase assay | inhibition, % at 20 µM | 0.68% of 220,000 active | AID 463187;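 active = Hck-Nef kinase inhibition above about 50%, limit read from the data; inactive = inhibition below that limit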;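 note: 0% = DMSO with Hck plus Nef and 100% = Hck alone without Nef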
FXIIa inh = factor XIIa (human) inhibition. 0.3% of 220,000 active. purified FXIIa, Boc-QGR-AMC fluorogenic substrate, 2 h. inhibition, % at 5 µM. P00748; in the data active = inhibition above about 40%;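 note: 0% = enzyme with no compound and 100% = blank without enzyme; many of its hits are not listed in these tables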
KCC2 mod = modulators of human KCC2 chloride dependent transport | B-score of Tl+ flux slope (higher = more flux/activation; lower = inhibition) at 10 µM | 2.2% of 190,000 active | Q9H2X9 | KCC2 cells, thallium flux FluoZin-2 fluorescence;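 active = thallium flux slope and its plate-corrected score both differing from the plate sample mean at a set confidence after two filtering rounds, in either direction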;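 note: slope of fluorescence scaled to starting intensity during 10 to 20 s after thallium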
Rad51 HR inh = Rad51 (human) homologous recombination inhibition; Q06609; hRad51 DNA strand exchange, fluorescence dequenching; 0.085% of 200,000 active; inhibition, % at 10 µM;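 active = inhibition above 40% at the single screening dose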;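 note: 0% = DMSO control wells and 100% = blanks with heterologous ssDNA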
Target sequence (Q06609 whole entry, looked up): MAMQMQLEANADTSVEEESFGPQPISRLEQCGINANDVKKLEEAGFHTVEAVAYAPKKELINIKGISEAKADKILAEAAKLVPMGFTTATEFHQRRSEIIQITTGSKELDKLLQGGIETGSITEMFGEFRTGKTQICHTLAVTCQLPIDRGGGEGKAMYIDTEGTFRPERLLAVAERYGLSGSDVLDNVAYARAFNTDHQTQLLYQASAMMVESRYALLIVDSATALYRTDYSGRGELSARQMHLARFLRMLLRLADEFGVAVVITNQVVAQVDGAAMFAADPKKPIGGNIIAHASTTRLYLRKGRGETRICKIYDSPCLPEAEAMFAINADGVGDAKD
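material = hRad51 filaments on single-stranded DNA | reagent = Donor/quencher-labelled 47-bp dsDNA substrate | compound = 10 µM final, single point | schedule = strand-exchange reaction 15 min at room temperature | measured by = fluorescein emission 520 nm, excitation 485 nm | read-out basis = % inhibition versus plate control and blank means | benchmarks = plate controls and plate blanks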
hK5 inh = blocks human kallikrein 5 protease activity | recombinant hK5, fluorogenic AMC substrate cleavage | Q9Y337 | inhibition, % at 5 µM | AID 873 | 0.59% of 210,000 active;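 active = inhibition of 40% or more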;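 note: 0% = enzyme controls without compound and 100% = no-enzyme blanks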
FXIa inh 1536 = factor XIa (human) inhibition; P03951; 0.14% of 220,000 active; purified FXIa, Boc-Glu-Ala-Arg-AMC fluorogenic substrate; inhibition, % at 5 µM;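 active = inhibition of at least 40%; inactive = inhibition below 40%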;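 note: fluorescence of freed AMC excited at 355 nm; 0% = enzyme without compound and 100% = no enzyme blank; many of its hits are not listed in these tables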
Target sequence (P03951 19-387 limits assumed): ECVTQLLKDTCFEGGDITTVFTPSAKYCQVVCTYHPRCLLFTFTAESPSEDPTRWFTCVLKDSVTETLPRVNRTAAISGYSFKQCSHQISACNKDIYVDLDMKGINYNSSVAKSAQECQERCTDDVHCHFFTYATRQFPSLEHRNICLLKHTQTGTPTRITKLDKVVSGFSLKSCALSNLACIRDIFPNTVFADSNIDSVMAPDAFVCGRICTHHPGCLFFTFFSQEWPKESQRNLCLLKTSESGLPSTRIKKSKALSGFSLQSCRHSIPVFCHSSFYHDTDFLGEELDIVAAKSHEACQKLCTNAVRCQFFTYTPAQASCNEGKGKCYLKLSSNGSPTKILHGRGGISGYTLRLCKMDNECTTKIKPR
Target sequence (P03951 388-625 limits assumed): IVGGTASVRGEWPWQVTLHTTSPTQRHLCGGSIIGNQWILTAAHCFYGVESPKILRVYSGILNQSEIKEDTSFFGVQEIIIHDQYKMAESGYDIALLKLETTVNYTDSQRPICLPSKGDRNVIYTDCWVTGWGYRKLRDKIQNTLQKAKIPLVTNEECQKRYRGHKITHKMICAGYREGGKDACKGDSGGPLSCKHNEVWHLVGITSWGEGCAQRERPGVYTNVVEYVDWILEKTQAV
Thrombin inh = thrombin (human) inhibition; AID 1046; 0.26% of 220,000 active; inhibition, % at 5 µM; alpha-thrombin, Boc-VPR-AMC fluorogenic substrate cleavage; P00734;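 active = inhibition at or above 40%; inactive = inhibition below 40%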;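 note: 0% = enzyme with no compound and 100% = wells without enzyme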
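Material: human alpha-thrombin enzyme / Medium: pH 7.5 Tris (50 mM) with NaCl 150 mM, Tween 20 0.05% / Compound: single-point dosing at 5 µM, 0.2% DMSO / Incubation: enzyme reaction carried out at room temperature / Detection: AMC fluorescence, 355/460 nm / Read-out basis: percent inhibition scaled between no-compound controls and no-enzyme blanks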
* marks the source's active call; other numbers are inactive results; i = inactive; . = no result given.

smiles	Hck Nef HTS	hK5 inh	TNF death inh	FXIIa inh	Thrombin inh	zVAD death inh	Rad51 HR inh	KCC2 mod	FXIa inh 1536
C=CCN1C=CC(=O)CC1	15	-1	1.3	5	-4	-0.1	7	0.99	-2
CCOc1ccc(N(C)S(=O)(=O)c2ccc(C)c(C(=O)OCC(=O)c3c[nH]c4ccccc34)c2)cc1	14	5	0.2	1	-7	0.9	-14	-0.22	-6
O=S(=O)(Nc1nc2ccccc2nc1OCC(F)(F)F)c1cccs1	19	1	-0.4	7	0	1.3	-7	-0.41	1
COc1ccccc1CC(=O)Nc1cccc(F)c1	1	1	3.1	8	4	0.6	6	0.15	-4
C=CCN(C(=O)c1ccc(Cl)cc1)c1ccccc1C(=O)NCC(=O)O	32	-2	1.3	9	-3	-0.4	12	.	-1
FC(F)(F)c1cccc(NC(=S)N2CCN(c3ccccc3)CC2)c1	3	-22	0.9	20	3	0.7	-1	0.1	9
CC(C)(C)c1ccc(/C([O-])=C(/C(=S)NCc2ccco2)[n+]2ccccc2)cc1	3	-11	-1.2	20	5	-0.1	8	0.95	13
CCOC(=O)c1cc2c(ccn2-c2ccc(F)cc2)n1CC(=O)N(CC)CC	11	0	4.0	7	2	31	9	-5.5*	-5
COc1ccc(-n2c(-c3cccc(OC)c3)nc(=S)c3c2CCCC3)cc1	0	-2	-2.1	15	15	-0.5	4	0.66	4
O=C(O)c1ccc(OCCOc2ccccc2)cc1	6	0	-0.3	4	-2	1.8	13	-0.31	0
c1csc(CNCCCN2CCOCC2)c1	-1	-2	0.1	6	-3	0.1	-5	0.15	-6
CC(NC(=O)c1ccccc1)c1nc2ccccc2n1Cc1ccccc1F (stereo unspecified)	0	-6	-0.9	14	2	-0.1	.	-1.3	3
O=C(O)c1cc(NCc2ccccc2C(F)(F)F)ccc1N1CCOCC1	0	16	-3.2	9	-3	-0.1	6	1.1	-1
O=c1c2ccccc2[nH]c(=S)n1Cc1ccc2c(c1)OCO2	28	-5	2.0	5	-10	0.3	-34	10*	-4
CSCCC(NC(=O)/C(=C/c1ccc(F)cc1)NC(C)=O)C(=O)O (stereo unspecified)	18	2	0.8	5	-8	9.2	3	-0.11	-3
O=C1CC(SC(=Nc2ccccc2)Nc2ccccc2)C(=O)N1c1ccc(Cl)c(Cl)c1 (stereo unspecified)	1	-3	3.9	7	-1	0.5	20	-0.38	19
CCOC(=O)Cn1c(=N)n(CCOc2cccc(C)c2)c2ccccc21	6	1	0.8	0	-2	-0.1	4	0.21	1
Cc1ccc(-c2nn3c(C)nnc3s2)cc1NC(=O)c1ccco1	14	-6	1.2	0	-4	0.2	.	-0.83	-5
COC(=O)C1CCN(CC(=O)NC(=O)NC2CCCCC2)CC1	15	-4	1.3	3	-31	1.3	4	0.72	-10
COCc1cc(C)nc(OCC(=O)N/N=C/c2ccc(OC)c(O)c2)c1C#N	4	-11	2.0	8	-3	0.1	-10	1.1	2
COc1ccc2cc3cc(C(=O)NCCc4ccc(OC)c(OC)c4)oc3nc2c1	2	5	-9.8	13	3	2.0	.	.	-1
O=C(COC(=O)c1cc(S(=O)(=O)N2CCOCC2)c(Cl)cc1Cl)Nc1ncc(C(F)(F)F)cc1Cl	1	-16	-1.4	0	-8	0.2	5	-1	-1
COc1ccc(N2C(=O)CC(Sc3nc(C)c4c(n3)CCCC4)C2=O)cc1 (stereo unspecified)	0	-1	-10	12	2	0.6	-12	0.21	-4
CCC1=NN2C(=N)/C(=C\c3cccn3-c3ccc(C)cc3C)C(=O)N=C2S1	21	-4	0.1	2	-20	-0.1	-5	8.6*	-7
O=C(Nc1nccs1)c1ccc(Cl)cc1[N+](=O)[O-]	0	-8	-1.7	15	6	0.1	-5	0.031	4
CCc1nnc(NC(=O)CSc2ncc(-c3ccccc3)n2C)s1	3	-1	0.3	-4	-7	-0.1	-1	-1.2	3
CC(=O)C1=C(C)N2CCN=C2S1	11	1	-0.2	5	-6	0.3	.	0.077	2
COc1ccc2c(c1)OC/C(=C/c1cccs1)C2=O	3	-7	-1.5	9	-13	0.7	1	-0.36	3
CCOc1ccc(C2CC(c3cccc(C)c3)n3ncnc3N2)cc1 (stereo unspecified)	6	-1	-0.8	0	-1	0.4	6	.	-5
O=c1c2cn[nH]c2[nH]c(=S)n1-c1ccccc1Cl	8	17	0.8	5	-4	0.6	.	0.35	-1

Some of these compounds in order of number of heavy atoms, descending:
smiles	Hck Nef HTS	hK5 inh	TNF death inh	FXIIa inh	Thrombin inh	zVAD death inh	Rad51 HR inh	KCC2 mod	FXIa inh 1536
O=C(COC(=O)c1cc(S(=O)(=O)N2CCOCC2)c(Cl)cc1Cl)Nc1ncc(C(F)(F)F)cc1Cl	1	-16	-1.4	0	-8	0.2	5	-1	-1
COc1ccc2cc3cc(C(=O)NCCc4ccc(OC)c(OC)c4)oc3nc2c1	2	5	-9.8	13	3	2.0	.	.	-1
CCc1nnc(NC(=O)CSc2ncc(-c3ccccc3)n2C)s1	3	-1	0.3	-4	-7	-0.1	-1	-1.2	3

(next part)
smiles	Hck Nef HTS	hK5 inh	TNF death inh	FXIIa inh	Thrombin inh	zVAD death inh	Rad51 HR inh	KCC2 mod	FXIa inh 1536
CS(=O)(=O)N1CCN(c2nc3ccc(Cl)cc3s2)CC1	18	-3	1.6	8	-3	-1.0	12	-0.21	-4
Cc1cccc(OCC(=O)N/N=C\c2cc3c(cc2[N+](=O)[O-])OCO3)c1C	1	-7	-2.5	8	3	0.6	.	-5.3	-9
Cc1nnc(SCC(=O)NC2CCCC2)s1	-20	-14	0.9	14	3	2.9	0	0.68	-4
COc1ccc(S(=O)(=O)N2Cc3ccccc3CC2C(=O)N2CCOCC2)cc1 (stereo unspecified)	-2	.	0.4	.	.	0.1	1	.	.
O=C(Cn1cc2c(n1)CCCC2)Nc1cc(-c2cccc(Cl)c2)no1	-5	7	0.9	10	-3	4.0	1	0.52	0
COc1ccc(-n2nnc3c(=O)n(CC(=O)N4CCCCC4)cnc32)cc1	2	.	1.3	.	.	1.7	-1	0.62	.
Cc1cccc(C)c1OCC(=O)Nc1cccc(NC(=O)c2ccco2)c1	9	-29	-1.2	11	1	-0.1	-1	-0.37	5
N#Cc1c(NC(=O)CCCC(=O)O)sc2c1CCCCC2	-19	-13	2.5	25	2	0.4	.	0.0082	19
CN(C)S(=O)(=O)c1ccc(Oc2ccc(S(=O)(=O)N(C)C)cc2)cc1	7	0	-3.6	-4	-6	-0.8	-3	-0.71	-7
CC(C)NC(=O)C1CCN(Cc2cnn(-c3ccccc3)c2-n2cccc2)CC1	-10	4	1.3	15	2	0.1	3	1.3	6
Cc1c(Cl)c(C(=O)NC2CCCC2)nn1C	2	-4	-0.6	30	8	0.3	2	1.5	19
NC(CCC(=O)O)C12CC3CC(CC(C3)C1)C2 (stereo unspecified)	7	-2	-0.7	7	4	-0.2	25	0.75	0
CCCN(CCC)c1nc(C)cc(C(C#N)c2nc3ccccc3o2)n1 (stereo unspecified)	24	-35	0.9	-3	23	0.5	.	.	-12
O=C(Cn1ncc2c(=O)oc3ccccc3c21)N1CCC(N2CCCCC2)CC1	-3	-10	0.7	3	-7	0.0	-2	0.35	-5
NCCCC[C@@H]1NC(=O)c2cc([N+](=O)[O-])cc(I)c2SC[C@@H](C(=O)NCC(N)=O)NC(=O)CNC1=O	-1	-11	1.7	9	-3	5.4	-2	0.23	-1
COCCNC(=O)COC(=O)C1=Cc2ccccc2OC1	16	-8	-0.4	10	2	6.8	-1	-0.72	-5
COc1ccc(-c2noc(C3CCCN(S(=O)(=O)c4cccc(Cl)c4C)C3)n2)cc1OC (stereo unspecified)	-3	-23	0.1	9	-10	0.0	-8	0.49	4
Cn1cc(SCC(=O)NCc2ccc(F)cc2)c2ccccc21	28	0	-0.2	4	-10	-1.2	0	-0.64	-2
Cc1ccc(S(=O)(=O)CCC(=O)NCCN2C(=O)S/C(=C\c3ccccc3)C2=O)cc1	3	-10	-0.1	13	-11	1.7	1	-1.3	5
CCCN1C(=O)SC(CC(=O)Nc2cccc3ccccc23)C1=O (stereo unspecified)	-3	-13	-1.1	11	-2	-0.7	2	-0.65	6
CN1CCN(C2=CC3=CC(=C(C#N)C#N)CCC3CC2)CC1 (stereo unspecified)	0	4	1.8	11	5	0.7	i	i	0
CCn1c(CNC(=O)COC)nc2ccccc21	7	-8	1.7	18	-2	1.2	-4	0.64	0
O=C(CCc1nnc(CCC2CCCCC2)o1)NCc1ccon1	2	.	-0.1	7	1	-0.1	11	1.6	-3
CC1=C(C#N)C(c2ccoc2)C(C(=O)OCc2ccccc2)=C(N)S1 (stereo unspecified)	0	-2	-1.8	15	4	0.0	-4	-0.81	5
O=C1c2ccccc2C(=O)N1CCCCN(C(=O)c1cc([N+](=O)[O-])cc([N+](=O)[O-])c1)c1ccc(Cl)cc1	-1	-16	1.4	6	-10	0.1	-5	0.084	-5
Cc1ccc(NC(=O)Nc2ccccc2C(N)=O)cc1	3	25	-1.0	-3	-6	0.2	7	-0.8	-18
CS(=O)(=O)N(CC(N)=O)c1cccc(Br)c1	8	-8	2.4	7	-1	0.1	2	0.37	-1
Cc1cc(C)c2cc(CN(Cc3cccs3)Cc3nnnn3CC3CCCO3)c(=O)[nH]c2c1 (stereo unspecified)	0	13	-5.8	-2	-1	-0.3	-2	-3.7*	-1
CCOC(=O)c1[nH]ncc1CN1CCCC(C(=O)c2ccc(SC)cc2)C1 (stereo unspecified)	7	.	1.5	11	-1	-1.0	.	-0.42	1
Cc1cc(=O)oc2cc(OCC(=O)Nc3nnc(CC(C)C)s3)ccc12	0	12	-2.8	4	-6	-0.2	-1	0.68	-4
CCOC(=O)c1ccc(NC(=O)C(=O)NCC2CCCO2)cc1 (stereo unspecified)	1	-14	-2.2	15	3	-0.1	-1	.	7
COc1cccc(CNC(=O)CSc2ccc(-c3ccco3)nn2)c1	19	-1	1.9	12	-4	1.1	12	-0.064	-1
Cc1cc2oc(=O)cc(C)c2cc1NC(=O)CCC(=O)O	-1	4	-1.7	14	1	-0.5	-1	0.27	-1
CCn1c(SCC(=O)NC2CCCCC2)nnc1-c1cccs1	0	-14	-0.2	9	-3	-0.1	-3	0.11	1
CC(C)N(C(=O)C[n+]1ccc(/C=N/O)cc1)C(C)C	0	3	0.6	6	-1	0.1	19	0.43	3
Cc1cc(-c2[nH]nc3c2C(c2ccc(Cl)cc2)C(C#N)=C(N)O3)c(C)s1 (stereo unspecified)	8	-11	-5.1	11	-2	0.8	5	-0.66	4
O=C(O)c1ccc(Nc2cnc3ccccc3n2)cc1	25	-5	2.8	-3	-11	0.9	6	0.59	-1
CC1CCc2nc(NC(=O)C3COc4ccccc4O3)sc2C1 (stereo unspecified)	1	-7	7.6	14	-1	0.8	-8	-0.16	6
CC(C)Cn1nc(NC(=O)C2CCCO2)c2cc3ccccc3nc21 (stereo unspecified)	29	-34	-1.0	-8	3	0.3	.	0.12	-7

Some of the compounds tested; rates above refer to the full screens.
